Compound activity deposited in PubChem BioAssay by several laboratories.
Rin1-Abl PPI inh: human Rin1-Abl interaction inhibition; P00519+Q13671; TR-FRET Rin1/Abl binding, biochemical; inhibition, % at 7.35 µM; hit rate 0.4% among 360,000; AID 588664; in the data active = inhibition above about 5%, passing the limit was not always enough
MT1-MMP act inh: MT1-MMP (human) activation inhibition | HT1080 RFP-PRO-GFP cells, GFP/RFP ratio fluorescence, overnight; percent of plate control window, DMSO zero | GFP/RFP ratio change, % at 20 µM | P50281 | hit rate 0.061% among 360,000;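 active = GFP/RFP ratio change of at least 30% with cell ATP level not reduced by more than half and red fluorescence within 50% of control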; also: strong numbers were not always called active
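Assay system: HT1080 RFP-PRO-GFP cells | Dosing: 20 µM single dose, 1% DMSO | Incubation: Cells overnight before dosing, compound overnight, 37 °C, 5% CO2 | Evaluation: GFP/RFP fluorescence ratio | Control set: DMSO-only wells and HT1080 RFP-L50D-GFP cell wells as references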
FAS-TE inh: FAS thioesterase (human) inhibition | recombinant FAS-TE, OMFH fluorogenic substrate, fluorescence endpoint | inhibition, % at 15 µM | hit rate 0.67% among 360,000;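 active = compounds whose normalised, plate-corrected inhibition of enzyme fluorescence in the single-dose primary screen is 50% or more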;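 also: 0% = DMSO with enzyme and 100% = substrate without enzyme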
MsrA act: bovine methionine sulfoxide reductase A activation. purified bovine MsrA, absorbance read-out. activation, % at 10.6 µM. hit rate 0.3% among 360,000. AID 602163; in the data active = activation above about 7.5%;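 also: 0% = vehicle and 100% = reference activator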
eLon inh: inhibitors of E. coli Lon protease; purified E. coli Lon protease, fluorescence polarization; inhibition, % at 7.94 µM; hit rate 0.42% among 360,000; AID 602123; in the data active = inhibition above about 13%, passing the limit was not always enough;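 also: 0% = enzyme with probe and DMSO and 100% = no enzyme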
Target sequence (P0A9M0 whole entry, looked up): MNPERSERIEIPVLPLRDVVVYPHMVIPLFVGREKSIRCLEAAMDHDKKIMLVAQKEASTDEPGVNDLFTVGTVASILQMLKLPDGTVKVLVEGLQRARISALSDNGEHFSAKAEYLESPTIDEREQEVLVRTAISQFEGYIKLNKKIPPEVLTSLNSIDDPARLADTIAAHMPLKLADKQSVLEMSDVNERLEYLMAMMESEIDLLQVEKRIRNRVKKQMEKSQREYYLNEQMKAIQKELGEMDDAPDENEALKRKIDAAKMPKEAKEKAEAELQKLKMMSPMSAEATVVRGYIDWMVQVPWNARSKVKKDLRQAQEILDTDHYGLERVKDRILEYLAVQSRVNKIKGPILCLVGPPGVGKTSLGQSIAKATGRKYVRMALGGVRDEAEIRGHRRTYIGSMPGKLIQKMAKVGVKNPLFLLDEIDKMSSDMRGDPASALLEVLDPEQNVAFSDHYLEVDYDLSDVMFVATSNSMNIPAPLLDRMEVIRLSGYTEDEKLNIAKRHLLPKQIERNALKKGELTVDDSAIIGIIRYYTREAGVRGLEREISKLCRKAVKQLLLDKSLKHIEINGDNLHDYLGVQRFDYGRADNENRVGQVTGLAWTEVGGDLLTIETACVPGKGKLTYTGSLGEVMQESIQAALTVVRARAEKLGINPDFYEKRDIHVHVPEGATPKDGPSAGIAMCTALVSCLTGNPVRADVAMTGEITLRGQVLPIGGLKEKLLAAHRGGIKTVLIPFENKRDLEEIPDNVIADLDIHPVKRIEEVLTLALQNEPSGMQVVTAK
CSN deneddyl inh: CSN deneddylation inhibition; Q92905; Purified CSN, SCF-Nedd8-OG deneddylation, fluorescence polarization; inhibition, % at 12.5 µM; hit rate 0.38% among 360,000; AID 651999;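 active = pattern-corrected inhibition above about 35%, with an unprinted fluorescence ratio check between 0.5 and 1.5, limit read from the data, passing the limit was not always enough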;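 also: 0% = enzyme with substrate and 100% = substrate without enzyme; some results filed as inactive read as strong as hits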
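Assay system: purified human Csn5 enzyme expressed in HEK293T cells; measure: % inhibition; also added: SCFSkp2-Nedd8OG substrate at 10 nM final; technique: fluorescence polarization; times: reaction 90 min, room temperature; medium: Tris buffer pH 7.5, NaCl, DTT, Tween-20, trehalose, ovalbumin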
MsrA inhibitor: inhibitors of bovine MsrA; purified bovine MsrA, absorbance read-out; inhibition, % at 15.5 µM; hit rate 0.75% among 360,000; AID 651718; in the data active = inhibition above about 4.5%;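 also: 0% = vehicle wells with enzyme and 100% = reference inhibitor wells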
Rpn11 inh: Rpn11 (human) deubiquitinase inhibition; O00487; AID 588493; calls only at 20 µM; human 26S proteasome, Ub4-pepOG fluorescence polarization; 20S core pre-blocked with epoxomicin; hit rate 0.59% among 360,000;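 active = inhibition at 20 µM, scaled to each plate's controls, above about 33%, limit read from the data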
Target sequence (O00487 whole entry, looked up): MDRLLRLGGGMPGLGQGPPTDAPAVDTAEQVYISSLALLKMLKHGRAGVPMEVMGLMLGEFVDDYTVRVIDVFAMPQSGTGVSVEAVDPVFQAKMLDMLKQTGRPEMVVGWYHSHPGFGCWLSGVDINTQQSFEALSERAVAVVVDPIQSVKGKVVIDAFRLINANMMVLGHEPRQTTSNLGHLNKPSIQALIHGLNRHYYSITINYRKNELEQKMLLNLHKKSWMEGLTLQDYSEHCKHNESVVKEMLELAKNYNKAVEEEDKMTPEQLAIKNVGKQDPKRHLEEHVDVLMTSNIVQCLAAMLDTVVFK
PABP1 MLLE inh: blocks PAM2 peptide binding to the PABP1 MLLE domain; P11940; GST-MLLE / FITC-PAM2 fluorescence polarization; inhibition, % at 20 µM; hit rate 0.36% among 360,000; AID 588489; in the data active = inhibition above about 35%, passing the limit was not always enough;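 also: plate controls were DMSO wells with GST-MLLE for no effect and wells lacking GST-MLLE protein for full effect; some results filed as inactive read as strong as hits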
Numbers without * were called inactive; i = inactive; x = not tested or not shown; + = active, no number.

Screens by letter – A = Rin1-Abl PPI inh; B = MT1-MMP act inh; C = FAS-TE inh; D = MsrA act; E = eLon inh; F = CSN deneddyl inh; G = MsrA inhibitor; H = Rpn11 inh; I = PABP1 MLLE inh
SMILES: O=C1c2cc(Cl)ccc2OC2(CCNCC2)C12CC(c1ccc(Cl)cc1)=NO2 (stereo not given)
  A = 1	B = 0	C = -28	D = -2	E = -5	F = 68*	G = x	H = i	I = -7

SMILES: CN(/N=C/C=C/c1ccccc1)C1=NS(=O)(=O)c2ccccc21
  A = -1	B = -1	C = 26	D = -7	E = -9	F = -4	G = -0.4	H = i	I = 9

SMILES: CC1(C(=O)Nc2ccc(Cl)cc2)Cc2c(-c3cccc(C(F)(F)F)c3)ccnc2O1 (stereo not given)
  A = 0	B = 3	C = 22	D = -7	E = 1	F = 3	G = -0.4	H = i	I = 1

SMILES: O=C(O)C1=C[C@@H](c2csc3ccccc23)C[C@@H](OCc2ccc(CO)cc2)O1
  A = 4	B = 6	C = -3	D = 0	E = 5	F = -3	G = 0.0	H = i	I = 21

SMILES: CC(=O)c1ccc(NC(=O)c2ccc(N3CCCC3=O)cc2)cc1
  A = 1	B = 6	C = -7	D = -3	E = -7	F = 6	G = -0.2	H = i	I = -8

SMILES: COC(=O)C1=C(C)C(c2cccs2)NC(=O)N1C (stereo not given)
  A = 3	B = 5	C = -4	D = -10	E = -4	F = 2	G = -1.4	H = i	I = 1

SMILES: O=C(CCS(=O)(=O)c1cccc2nonc12)NCCc1ccccc1Cl
  A = 2	B = 2	C = -3	D = 0	E = -3	F = 1	G = -0.9	H = +	I = -37

SMILES: COc1ccc(SC[C@H](Cc2ccccc2)N2CCN(CCc3ccccc3)CCC2=O)cc1
  A = 2	B = 3	C = 15	D = 5	E = -9	F = 6	G = -0.5	H = i	I = 17

SMILES: CCC1(c2ccc(Cl)cc2)NC(=O)N(CC(=O)N2CCN(C(=O)c3ccco3)CC2)C1=O (stereo not given)
  A = 1	B = 1	C = -7	D = -2	E = 0	F = 1	G = 0.0	H = i	I = -10

SMILES: Cc1nnc(SCC(=O)N2CCOCC2)s1
  A = -3	B = 2	C = -7	D = -2	E = -2	F = 2	G = 0.7	H = i	I = 12

SMILES: C=CCNC(=O)c1c(O)c2cccc3c2n(c1=O)CCC3
  A = -3	B = -2	C = 13	D = -3	E = -2	F = 4	G = -0.2	H = i	I = -9

SMILES: Cc1nc(-c2cccc(NC(=O)c3ccc(-n4cccn4)cc3)c2)cs1
  A = 2	B = 3	C = 12	D = 3	E = -1	F = -6	G = 0.5	H = i	I = 2

SMILES: COc1cccc(C(=O)Oc2cc(N)n(S(=O)(=O)c3ccc(C)cc3)n2)c1OC
  A = -1	B = 2	C = -3	D = 1	E = 12	F = 1	G = -1.1	H = i	I = -14

SMILES: CC1(C)C2CCC1(CS(=O)(=O)N1CCC(C(=O)O)CC1)C(=O)C2 (stereo not given)
  A = -3	B = 0	C = -2	D = -5	E = -8	F = -6	G = -0.6	H = i	I = -12

SMILES: O=C(c1cccs1)N1CCN(C(=O)c2cn(-c3ccccc3)nc2-c2ccccc2)CC1
  A = 3	B = -2	C = 5	D = -1	E = -6	F = 2	G = -0.5	H = i	I = -32

SMILES: CN1CCN(c2ccc(CNS(=O)(=O)c3cccc(F)c3)cc2)CC1
  A = 2	B = -1	C = -3	D = -3	E = -1	F = 6	G = 0.8	H = i	I = -5

SMILES: COC(=O)c1sccc1NC(=O)c1cccc(OC)c1
  A = -2	B = -6	C = 9	D = -6	E = 1	F = -1	G = 0.6	H = i	I = -5

SMILES: Cc1ccc(/C(O)=C2/C(=O)C(=O)N(Cc3cccnc3)C2c2ccccn2)cc1 (stereo not given)
  A = 1	B = x	C = -18	D = -13	E = -6	F = -3	G = 3.0	H = i	I = 0

SMILES: O=C(NNC(=O)c1ccncc1)NC1CCCCC1
  A = 1	B = -2	C = -11	D = -12	E = 2	F = -3	G = 1.8	H = i	I = 2

SMILES: CC1CCC2(CC1)NC(=O)N(CC(=O)N1CC(C)CC(C)C1)C2=O (stereo not given)
  A = -1	B = 6	C = -11	D = 0	E = -9	F = 0	G = 0.5	H = i	I = -23

SMILES: Cc1ccc2c(c1)N(CC(=O)NC1CCCCC1)C(=O)c1cccnc1O2
  A = 0	B = 5	C = 0	D = -5	E = 1	F = -5	G = -0.6	H = i	I = 1

SMILES: O=C(CNS(=O)(=O)c1ccc(F)c(Cl)c1)NCCc1ccccc1
  A = 1	B = 0	C = -1	D = 0	E = -7	F = 0	G = 0.1	H = i	I = -6

SMILES: O=C(NC(CO)C(=O)OCc1ccccc1)OCc1ccccc1 (stereo not given)
  A = 5	B = 1	C = -5	D = -1	E = -1	F = -2	G = 0.3	H = i	I = 0

SMILES: COc1ccc(CSCCc2n[nH]c(=S)n2-c2ccccc2)cc1C
  A = -4	B = -1	C = 2	D = 2	E = -7	F = -1	G = 1.5	H = i	I = -5

SMILES: O=C(Nc1ccc(Cl)cc1C(=O)NCC1CCCO1)c1ccc(Cl)cc1Cl (stereo not given)
  A = -4	B = 3	C = 13	D = -4	E = -10	F = -4	G = -1.2	H = i	I = 0

Records above shown as hits in Rpn11 inh.
structure	Rin1-Abl PPI inh	MT1-MMP act inh	MsrA act	eLon inh	CSN deneddyl inh	MsrA inhibitor	Rpn11 inh	PABP1 MLLE inh
O=C(CCS(=O)(=O)c1cccc2nonc12)NCCc1ccccc1Cl	2	2	0	-3	1	-0.9	+	-37

Back to the main list, repeating the 2 entries before the break.
Screens by letter – A = Rin1-Abl PPI inh; B = MT1-MMP act inh; C = FAS-TE inh; D = MsrA act; E = eLon inh; F = CSN deneddyl inh; G = MsrA inhibitor; H = Rpn11 inh; I = PABP1 MLLE inh
SMILES: COc1ccc(CSCCc2n[nH]c(=S)n2-c2ccccc2)cc1C
  A = -4	B = -1	C = 2	D = 2	E = -7	F = -1	G = 1.5	H = i	I = -5

SMILES: O=C(Nc1ccc(Cl)cc1C(=O)NCC1CCCO1)c1ccc(Cl)cc1Cl (stereo not given)
  A = -4	B = 3	C = 13	D = -4	E = -10	F = -4	G = -1.2	H = i	I = 0

SMILES: CCSc1nnc(NC(=O)/C=C/c2ccco2)s1
  A = 0	B = 0	C = -5	D = -8	E = -2	F = 20	G = 1.7	H = i	I = -33

SMILES: O=C(Nc1ccc2nccnc2c1)c1cnccn1
  A = -4	B = 3	C = -4	D = -3	E = -5	F = 1	G = 1.7	H = i	I = -4

SMILES: Cc1cc(NC(=O)CN2C(=O)NC(C)(c3ccc(Cl)cc3Cl)C2=O)no1 (stereo not given)
  A = 0	B = -1	C = -7	D = -2	E = -6	F = 6	G = 0.7	H = i	I = -4

SMILES: C[C@H](NC(=O)c1cc2c(cn1)[nH]c1ccccc12)C(=O)O
  A = 0	B = 5	C = -2	D = -1	E = -6	F = -3	G = 0.7	H = i	I = 13

SMILES: CC(=O)c1c(N2CCOCC2)nc(=S)n(Cc2ccccc2)c1C
  A = 2	B = -1	C = -9	D = -6	E = 0	F = -1	G = 1.8	H = i	I = 9

SMILES: NC(=O)c1cc(-c2cccnc2)nc2ccc(Br)cc12
  A = -5	B = 1	C = -2	D = -2	E = 1	F = 3	G = 2.0	H = i	I = -3

SMILES: CCOC(=O)c1ccc(N=c2scc(C)n2CC)cc1
  A = -1	B = 0	C = 33	D = -2	E = -1	F = -1	G = 1.5	H = i	I = -11

SMILES: COc1ccc(CN(C(=O)CN2C(=O)c3ccccc3S2(=O)=O)C(C(=O)NCC2CCCO2)c2ccco2)cc1 (stereo not given)
  A = -1	B = -2	C = -3	D = -2	E = -6	F = 4	G = 1.2	H = i	I = 3

SMILES: O=C(O)c1ccccc1-c1nc2ccccc2c(=O)n1O
  A = 2	B = -2	C = -9	D = -14	E = -3	F = -4	G = 1.8	H = i	I = -4

SMILES: Cc1ccccc1Nc1nc(N)nc(COC(=O)c2ccc3c(c2)OCCO3)n1
  A = -1	B = 6	C = -2	D = 0	E = -5	F = 1	G = 2.9	H = i	I = 0

SMILES: CC/C=C/C(=O)N1CC2(CC(c3cccc(NC(=O)COc4ccc(Cl)cc4)c3)=NO2)C[C@H]1C(N)=O (stereo not given in full)
  A = 5	B = 3	C = -6	D = -7	E = 4	F = -1	G = 0.3	H = i	I = -1

SMILES: CCOC(=O)C1=CCC(c2cccc(Cl)c2)N(S(=O)(=O)c2ccc(C)cc2)C1 (stereo not given)
  A = 1	B = -1	C = 22	D = -1	E = 4	F = -3	G = 0.3	H = i	I = -1

SMILES: Cc1ccccc1C(=O)Nc1cccc(-c2nnc(SCC(=O)O)n2C)c1
  A = -1	B = 4	C = -6	D = -4	E = 6	F = 3	G = -0.2	H = i	I = -46

SMILES: N/C(=N\OC(=O)c1ccc2ccccc2c1)c1ccc(Br)cc1
  A = -4	B = 2	C = -3	D = -3	E = -2	F = -12	G = 0.4	H = i	I = 8

SMILES: Cc1c(C)c2cc(Cl)c(O)c(CN3CCCC(C)C3)c2oc1=O (stereo not given)
  A = -4	B = -1	C = 0	D = -3	E = 4	F = 4	G = 0.8	H = i	I = 27

SMILES: O=C(OCc1c(F)cccc1Cl)c1cnccn1
  A = -2	B = 4	C = -6	D = -4	E = 2	F = 0	G = 0.4	H = i	I = 2

SMILES: COC(=O)COc1ccc(S(=O)(=O)N2CCc3ccccc3C2)cc1
  A = 2	B = 1	C = 12	D = 1	E = -12	F = 8	G = 0.8	H = i	I = 11

SMILES: CC(=O)Nc1ccc(S(=O)(=O)NCC(CCC(=O)O)C(F)(F)F)cc1 (stereo not given)
  A = 0	B = -1	C = -4	D = -5	E = 2	F = -2	G = -1.0	H = i	I = 14

SMILES: c1ccc(Cn2nnnc2CN2CCN(Cc3ccc4c(c3)OCO4)CC2)cc1
  A = -2	B = 4	C = -5	D = -8	E = 0	F = -2	G = -0.9	H = i	I = -7

SMILES: CCOC(=O)c1ccccc1N/C=C1\CCCCC1=O
  A = -2	B = -2	C = 0	D = -2	E = 4	F = -2	G = -0.5	H = i	I = -2

SMILES: CC(C)N(C(=O)COC(=O)CNC(=O)c1ccc(Br)cc1)c1ccccc1
  A = 1	B = 1	C = -4	D = -9	E = 0	F = -9	G = 0.1	H = i	I = -12

SMILES: CCn1c2ccccc2c2cc(NC(=O)COC(=O)c3cc(S(=O)(=O)N4CCCCC4)ccc3Cl)ccc21
  A = -2	B = 3	C = 43	D = -7	E = -9	F = -17	G = 1.1	H = i	I = -20

SMILES: O=C1CSC(c2ccc(Cl)c(Cl)c2)N1c1nccs1 (stereo not given)
  A = 2	B = 6	C = 20	D = -3	E = 2	F = 1	G = 0.0	H = i	I = 30

SMILES: CCn1ccnc1CN1CCC(n2nccc2NC(=O)c2ccccc2OC)CC1
  A = -1	B = 0	C = -5	D = -5	E = -13	F = 2	G = -0.9	H = i	I = -1

SMILES: CC(NC(=O)CN(C)CC(=O)Nc1ccc(Cl)cc1)c1ccc(F)cc1 (stereo not given)
  A = 3	B = 3	C = 4	D = -12	E = 3	F = -4	G = -0.1	H = i	I = -7

SMILES: CCCCCC(=O)Nc1ccc(S(=O)(=O)Nc2nccnc2OC)cc1
  A = -5	B = -3	C = -9	D = -4	E = 8	F = 6	G = x	H = i	I = 6

SMILES: O=C(CCN1C(=O)c2ccccc2S1(=O)=O)NCc1ccc(F)cc1
  A = -4	B = -1	C = -4	D = -2	E = 3	F = -6	G = 0.8	H = i	I = 19

SMILES: Cc1cc(=O)[nH]c(-c2ccccc2OC(F)(F)F)n1
  A = 0	B = -1	C = -5	D = -3	E = 2	F = -2	G = -0.8	H = i	I = 2
